# LMNA splice mod: LMNA splicing modulation | HeLa LMNA splicing GFP/RFP minigene ratio, 48 h | Potency, µM (titrated, usually from 46.1 µM), for inactives: at the highest dose ratio change, negative = inhibition, hits mostly inhibitors | 0.01% of 200,000 active; active means well fitted inhibition curve with a large enough effect in the signal ratio, with a control signal flat, not every such curve was filed as active; inconclusive means small, poorly fitted or top-dose-only effect, or effect the other way, or a change in a side signal; the % refers to the signal ratio; further: on the % scale 0 is the no-effect control and ±100 the full control effect
#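 S3 HeLa cells stably expressing lamin A-EGFP splicing minigene plus DsRed2, 600 cells/well, 48 h compound exposure at 37C. Laser-scanning cytometry; analysed as GFP (500-530 nm)/RFP (575-640 nm) total intensity ratio; 0.5% DMSO vehicle.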
# Luc counter: Kinase-Glo luciferase inhibition (counter-screen); Q27757; Kinase-Glo luciferase, ATP luminescence, 8 min; Potency, µM (top dose mostly 38.3 µM), for the others: top-dose activity change, negative = inhibition, usual class: inhibitors; 0.28% of 200,000 active; AID 1379; further: on the % scale 0 is the no-effect control and ±100 the full control effect; nearly all actives have a fitted effect of over 60% in size
#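 Compound is pinned into ATP-containing buffer (10 uM ATP, imidazole pH 7.2, 7 mM MgCl2). Kinase-Glo luciferase reagent is then added. Light output is recorded following an 8-min room-temperature incubation.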
# SMN2 splice up: increases expression of the SMN2 splice variant; HEK293 SMN2-luciferase splicing reporter, luminescence, 30-36 h; 2.8% of 210,000 active; Potency, µM (titrated, usually from 46.1 µM), for the others: at the top dose activity change, positive = activation, usual class: activators; further: % of control where 0% means no effect; nearly all actives have a fitted effect of over 55% in size
#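 HEK293 cells carry an SMN2 minigene-luciferase reporter in which exon 7 inclusion puts luciferase in frame. Cells were seeded at 2000 cells/well, attached for 10-12 hours, then exposed to compounds for 30-36 hours at 37C before ONE-Glo luminescence.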
# ALDH1A1 inh: inhibitors of human aldehyde dehydrogenase 1A1; P00352; Purified ALDH1A1, NADH fluorescence, propionaldehyde substrate; Potency, µM (top dose mostly 75.3 µM), for the others: at the top dose activity, negative = inhibition, hits mostly inhibitors; 7.3% of 220,000 active; AID 1030; active means well fitted inhibition curve with a large enough effect, not every such curve was filed as active; inconclusive means small, poorly fitted or top-dose-only effect, or another doubt; inactive means no such curve, though single readings can be large or run the other way;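 further: plate controls were no enzyme wells and a reference inhibitor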
# Target sequence (P00352 whole entry, looked up): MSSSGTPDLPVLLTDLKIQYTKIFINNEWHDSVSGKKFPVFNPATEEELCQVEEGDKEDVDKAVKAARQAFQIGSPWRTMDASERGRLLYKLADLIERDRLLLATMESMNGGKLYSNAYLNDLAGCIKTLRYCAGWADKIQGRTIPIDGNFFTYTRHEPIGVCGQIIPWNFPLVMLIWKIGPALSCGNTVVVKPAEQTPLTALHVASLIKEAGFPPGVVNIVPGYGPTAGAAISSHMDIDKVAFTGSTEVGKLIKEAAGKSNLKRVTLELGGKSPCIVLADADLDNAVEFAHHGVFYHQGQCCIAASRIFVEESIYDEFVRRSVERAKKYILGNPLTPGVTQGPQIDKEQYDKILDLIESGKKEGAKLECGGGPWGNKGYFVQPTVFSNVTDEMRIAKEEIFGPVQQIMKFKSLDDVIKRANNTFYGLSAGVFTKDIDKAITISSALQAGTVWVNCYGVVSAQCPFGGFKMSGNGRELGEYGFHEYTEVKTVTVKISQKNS
# JMJD2E inh: inhibitors of human JMJD2E histone demethylase. B2RXH2. JMJD2E catalytic domain, FDH-coupled NADH fluorescence (FDH is formaldehyde dehydrogenase). Potency, µM (highest dose often 57.1 µM), inactives show top-dose activity change, negative = inhibition, most hits filed as inhibitors. 1.6% of 230,000 active; active means well fitted inhibition curve with a large enough effect, not every such curve was filed as active; inconclusive means small, poorly fitted or top-dose-only effect, or another doubt; inactive means no such curve, though single readings can be large or run the other way;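 further: 0% = wells with enzyme and -100% = buffer wells without enzyme; nearly all actives have a fitted effect of over 50% in size; many of its hits are not listed in these tables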
# Target sequence (B2RXH2 1-337 limits assumed): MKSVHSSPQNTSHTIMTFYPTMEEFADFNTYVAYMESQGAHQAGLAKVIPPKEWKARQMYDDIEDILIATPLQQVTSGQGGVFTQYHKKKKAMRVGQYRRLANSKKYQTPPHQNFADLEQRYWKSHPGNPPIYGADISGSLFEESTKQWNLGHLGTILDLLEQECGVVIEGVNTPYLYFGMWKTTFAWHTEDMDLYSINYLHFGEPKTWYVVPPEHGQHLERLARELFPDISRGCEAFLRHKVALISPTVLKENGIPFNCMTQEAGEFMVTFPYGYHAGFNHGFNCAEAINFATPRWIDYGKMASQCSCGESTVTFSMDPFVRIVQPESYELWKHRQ
# L3MBTL1 block: L3MBTL1 (human) inhibition; Q9Y468; AlphaScreen L3MBTL1–H3K9me1 peptide binding; Potency, µM (doses to about 57.1 µM), inactives show at the highest dose activity, negative = inhibition, most hits filed as inhibitors; 0.66% of 230,000 active; further: on the % scale 0 is the no-effect control and ±100 the full control effect; nearly all actives have a fitted effect of over 60% in size
#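 L3MBTL1 (50 nM) pre-complexed 30 min with biotinylated H3(1-15)K9me1 peptide (75 nM), then compounds added for 30 min at room temperature; AlphaScreen streptavidin donor/nickel chelate acceptor beads (10 ug/mL final) read after 30 min dark incubation.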
# RECQ1 inh: inhibitors of human RECQ1 DNA helicase. Potency, µM (titrated, usually from 57.3 µM), for the others: at the top dose activity, negative = inhibition, hits mostly inhibitors. AID 2549. RECQ1 DNA unwinding, red fluorescence kinetic read. 0.54% of 240,000 active;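 further: plate controls were vehicle for no effect and no enzyme for full effect; nearly all actives have a fitted effect of over 30% in size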
#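 50 nM RECQ1T1 preincubated 15 min with compound in Tris pH 8.0 buffer with MgCl2, DTT, Tween-20 and 2.5 ug/ml poly(dI-dC); started with 200 nM TAMRA/BHQ-2 forked duplex and 2 mM ATP. Unwinding read as fluorescence (525/598 nm), two reads 2 h apart.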
# Tau fibril ThT: tau fibrillization inhibition (ThT binding) | recombinant tau K18 P301L (four-repeat tau fragment), heparin-induced fibrillization, ThT fluorescence | 2.1% of 270,000 active | AID 1460 | Potency, µM (titrated, usually from 57.4 µM), for inactives: at the top dose activity, negative = inhibition, usual class: inhibitors; further: on the % scale 0 is the no-effect control and ±100 the full control effect; nearly all actives have a fitted effect of over 55% in size
# Target sequence (P10636 561-689 P618L limits assumed): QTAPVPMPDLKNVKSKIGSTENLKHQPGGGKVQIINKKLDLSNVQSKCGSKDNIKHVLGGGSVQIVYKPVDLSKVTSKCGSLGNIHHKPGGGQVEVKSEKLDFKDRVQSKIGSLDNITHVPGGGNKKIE
#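 In this qHTS, human K18 P301L tau is incubated with compound and heparin for 6 hr at 37 C, and Thioflavin T fluorescence then reports fibril load.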
# * hit, by the source's call; i = inactive; ? = inconclusive; . = no result given; [ ] = dose if it differs, or a comment. Unless noted, the call rests on the fitted dose curve; in most records, active means well fitted curve in the direction sought with a large enough effect; inconclusive means small, poorly fitted or top-dose-only effect, or another doubt; inactive means no such curve, though single readings can be large; an effect the other way counts as inactive or inconclusive. Potency means the concentration at half of the fitted maximal effect.
SMILES,LMNA splice mod,Luc counter,SMN2 splice up,ALDH1A1 inh,JMJD2E inh,L3MBTL1 block,RECQ1 inh,Tau fibril ThT
CN(C)C(=O)c1ccc(-c2n[nH]c(=O)c3ccccc23)cc1,19%[46 µM],-2%,.,9%,-1%,8%,2%,-5%
COc1ccc(/C=N/n2c(C)nc3c([nH]c4ccccc43)c2=O)cc1CN1CCCC(C)(C)C1,.,.,.,.,2%,-2%,-4%,4%
COc1ccc(C2CC(c3cccs3)=NN2c2ccc(F)cc2)cc1OC (stereo unspecified),?,7%,-9%,?,?,116%[activator],i,?
O=C(NCCN1CCN(C(=O)c2cccs2)CC1)c1cccs1,-5%,3%,-10%,-4%,1%,-8%,-10%,-3%
CC(=O)C(Cc1ccccc1)NC(=O)CN1CCN(Cc2ccccc2)CC1 (stereo unspecified),12%[46 µM],0%,-5%,?,-2%,22%,-4%,-2%
COc1ccc(CNc2ccc(C(=O)O)cc2)cc1,9%,2%,1%,13%,-1%,7%,-3%,-7%
CCC(C)Oc1nc(C)cc(C)c1S(=O)(=O)c1ccccc1C (stereo unspecified),?,0%,-42%[inhibitor],?,-1%,28%,-4%,-4%
O=C(c1ccc(OC2CCN(C(=O)C3CC3)CC2)cc1)N(CCO)Cc1ccccc1,.,.,.,.,6%,2%,-2%,-16%
O=C(CSc1nnc(-c2ccc(Br)cc2)n1CCc1ccccc1)NC1CCS(=O)(=O)C1 (stereo unspecified),9%,16%,-45%[inhibitor],3%,-1%,4%,0%,-2%
COc1ccc2c(c1)-c1c(sn(-c3ccccc3)c1=S)C(C)(C)N2,?,-1%,?,6%,-4%,32µM*,-9%,?
Cc1cccc2cc(CN(CCN3CCOCC3)C(=O)Nc3ccccc3F)c(=O)[nH]c12,-16%,0%,-7%,?,-3%,-2%,-2%,-4%
CC1(C)C2CCC1(C)C(OC(=O)CC(=O)O)C2 (stereo unspecified),5%,-6%,-19%,0%,4%,-2%,11%,-3%
COc1cccc(Cn2nnc(C(=O)Nc3ccc(C)cc3)c2N)c1,7%,-2%,-2%,?,?,-4%,-2%,9%
COC(=O)c1oc2ccc(Br)cc2c1NC(=O)CCCN1C(=O)c2ccccc2C1=O,-6%,2%,-13%,1%,-2%,10%,i,8%
Cc1ccc(N/C=C2/Sc3ccccc3NC2=O)cc1,?,0%,?,22µM*,-3%,3%,-3%,?
COc1cc(C2=NOC(C(=O)N3CCCCCC3)C2)cc(OC)c1OC (stereo unspecified),-10%,.,.,7%,3%,10%,-3%,-3%
c1ccc(COc2nsnc2N2CCOCC2)cc1,4%,15%,-4%,?,-3%,-15%,-1%,0%
CON/C=C(\C=Nc1ccc(C(F)(F)F)cc1)c1ncc(C(F)(F)F)cc1Cl,12%,-1%,-17%,2%,-4%,-1%,-3%,9%
O=C(O)c1ccc(CSc2nnc(-c3cccnc3)n2-c2ccc(Br)cc2)cc1,?,2%,2%,0%,2%,2%,i,5%
Cc1oncc1-c1csc(-c2ccccc2)n1,8%[1.84 µM],1%,13%,-6%,-4%,38%[activator],-7%,?
Cc1cc([N+](=O)[O-])nn1CCCC(=O)NC(C)c1ccccc1 (stereo unspecified),-5%,-1%,-3%,-4%,11%,8%,12%,6%
CCC(C)(C)n1nnnc1C(c1cc2cc(C)ccc2[nH]c1=O)N1CCCc2ccccc21 (stereo unspecified),13%,-2%,-7%,-2%,-8%,.,i,?
Cc1ccc(NC(=O)/C(C#N)=C/c2cccs2)c(C)c1,-10%,4%,13µM*,-2%,-12%,13%,-7%,-11%
CC1(C)Nc2ccccc2N(CC(=O)N2CCCCC2)C1=O,-8%,3%,-7%,3%,0%,4%,-2%,-5%
N#Cc1nc(-c2ccccc2F)oc1NCCc1ccccc1,-6%,-2%,-4%,?,?,-7%,-20%,?

# Continuation.
SMILES,LMNA splice mod,Luc counter,SMN2 splice up,ALDH1A1 inh,JMJD2E inh,L3MBTL1 block,RECQ1 inh,Tau fibril ThT
CCOC(=O)C(=O)NCc1ccc(/C=C2/N=C(C)C(C(=O)OCC)=C2O)o1,1%[46 µM],-2%,.,-4%,?,?,8%,?
CC(=O)N1CCC(=NNc2ccc(S(=O)(=O)N3CCOCC3)cc2[N+](=O)[O-])CC1,-2%,-2%,-10%,0%,-8%,13%,4%,-17%
O=C(Nc1ccccc1Br)C1CCN(C(=O)Cc2ccccc2)CC1,?,4%,-7%,-4%,0%,-5%,-3%,-1%
COc1ccc2c(c1)C(C1=C(O)CC(C)(C)CC1=O)C1=C(CC(C)(C)CC1=O)O2 (stereo unspecified),-5%,-1%,3%,-3%,-7%,.,-1%,-11%
COC(=O)C1Cc2c([nH]c3ccccc23)CN1 (stereo unspecified),5%,2%,12%,?,?,-1%,2%,?
CC(C)CC1NC(=O)N(CC(=O)N2CCCc3ccccc32)C1=O (stereo unspecified),.,-2%,-1%,-2%,-1%,.,-3%,-1%
Cc1nn(C)cc1CNC(=O)C1(C)CC1(Cl)Cl (stereo unspecified),2%,2%,3%,2%,-2%,0%,1%,7%
Cc1ccc(S(=O)(=O)/N=C2\SC(CC(=O)Nc3ccc(F)cc3)C(=O)N2c2ccccc2)cc1 (stereo unspecified),1%,-1%,8%,5.6µM*,0%,21%,-4%,5%
CN(C)/C=C/C(=O)c1cc(F)cc(C(F)(F)F)c1,-5%[9.22 µM],1%,-3%,-5%,-3%,-1%,i,4%
COc1ccc2c(c1)C(NC(=O)C(F)(F)F)CC2=O (stereo unspecified),?,4%,0%,14%,3%,4%,0%,-8%
COc1ccccc1C(=O)OCC(=O)NC(=O)NCc1ccccc1,.,-2%,9%,2%,1%,-6%,i,-10%
COc1ccc(-c2cn3cc([N+](=O)[O-])ccc3n2)cc1OC,8%[9.22 µM],-9%,?,6%,-15%,-23%,-9%,4.5µM*
COc1ccc(CCNC(=O)CSc2cn(Cc3cccc(C)c3)c3ccccc23)cc1OC,?,-4%,-52%[inhibitor],?,-3%,-13%,-3%,?
O=C(NC1CCCCCC1)c1ccc2nc3cc(Cl)ccc3c(=O)n2c1,-4%[46 µM],-1%,-29%,?,?,.,-1%,-8%
O=c1cc(-c2ccccc2)[nH]c2ccccc12,?,4%,-5%,2%,?,6%,-5%[126 µM],-10%
CCSc1ccccc1C(=O)N1CCN(Cc2ccc3c(c2)OCO3)CC1,-10%,0%,-13%,-8%,4%,-10%,-12%,-5%
CCC/C=C(\CCC)C(NC(=O)c1ccc(C(=O)OC)cc1)c1ccc(C(=O)OC)cc1 (stereo unspecified),.,-1%,-4%,1%,-4%,.,i,-1%
Nc1cc[n+](CC(=O)Nc2ccccc2)cc1,?,0%,.,8%,-11%,4%,-1%,-5%
Cc1ccc(C)c(OCC(=O)Nc2c[nH]c(=O)[nH]c2=O)c1,?,1%,5%,7%,7%,10%,-9%,-1%
C=CCn1c(CNC(=O)c2ccco2)nnc1SCC(=O)Nc1cccc(F)c1,23%[46 µM],0%,2%,2%,-9%,7%,i,1%
O=[N+]([O-])c1ccccc1N/N=C1\CCc2ccccc21,-5%[46 µM],-14%,11µM*,3%,-3%,-28%[11.4 µM],0%,?
COc1ccc2c(C)cc(SCc3c(C)noc3C)nc2c1,?,5%,0%,?,?,21%,-20%,?
Cc1cc(N)n2ncc(-c3ccc(Cl)cc3)c2n1,10%,3%,21%,?,?,5%,-10%,?
O=C(O)CCC(=O)NCc1c(Cl)cccc1Sc1ccc(Cl)cc1,.,.,.,12%,4%,11%,i,-8%
O=C(NCC1CCCO1)C1CCC(CNS(=O)(=O)c2ccccc2)CC1 (stereo unspecified),3%,0%,-13%,14µM*,-1%,6%,-5%,-2%

# The results go on:
SMILES,LMNA splice mod,Luc counter,SMN2 splice up,ALDH1A1 inh,JMJD2E inh,L3MBTL1 block,RECQ1 inh,Tau fibril ThT
CC(C)C(=O)Nc1nnc(COc2ccc(Cl)cc2)s1,.,.,.,.,6%,3%,-7%,-3%
CN(c1ccccc1)S(=O)(=O)c1ccc(Cl)c(C(=O)Nc2ccc(-c3nc4ccccc4[nH]3)cc2)c1,-25%,-2%,-43%[inhibitor],?,?,-5%,-4%,?
O=C(N/N=C/c1cn(-c2cccs2)nc1-c1ccccc1)c1ccccc1O,?,?,.,6%,5%,6%,-2%,8%
COc1ccc(-c2nc(=S)c3c(n2CCN2CCOCC2)CC(C)(C)OC3)cc1,4%,-7%,3%,-5%,-1%,-3%,-8%,4%
O=C(CSc1c[nH]c2ccccc12)NCc1ccc2c(c1)OCO2,-16%,2%,-20%,-11%,-1%,-12%,-1%,-14%
CCOc1ccc(C(=O)c2ccccc2C(=O)O)cc1OCC,?,2%,3%,-11%,4%,5%,i,-2%
CCOC(=O)c1ccc(NC(=O)CN2CCN(CCN=CC3=C(O)CC(C)(C)CC3=O)CC2)cc1,-1%,7%,-19%,?,1%,-2%,-5%,-17%
O=C(Nc1ccccc1)c1ccccc1Oc1ccc(C(F)(F)F)cc1[N+](=O)[O-],-1%,0%,-20%,-19%,-2%,-8%,-19%,-16%
Cc1cc(C)cc(NC(=O)N2CCCN(c3ncccc3[N+](=O)[O-])CC2)c1,8%[46 µM],.,.,?,-5%,-6%,6%,-2%
Cc1cc(C(F)(F)F)cc(NNC(=O)NC(=O)c2ccccc2Cl)n1,.,.,.,.,6%,6%,-10%,-11%

# At a glance, some entries already given.
SMILES,LMNA splice mod,Luc counter,SMN2 splice up,ALDH1A1 inh,JMJD2E inh,L3MBTL1 block,RECQ1 inh,Tau fibril ThT
CCOC(=O)c1ccc(NC(=O)CN2CCN(CCN=CC3=C(O)CC(C)(C)CC3=O)CC2)cc1,-1%,7%,-19%,?,1%,-2%,-5%,-17%
O=C(Nc1ccccc1)c1ccccc1Oc1ccc(C(F)(F)F)cc1[N+](=O)[O-],-1%,0%,-20%,-19%,-2%,-8%,-19%,-16%
Cc1cc(C)cc(NC(=O)N2CCCN(c3ncccc3[N+](=O)[O-])CC2)c1,8%[46 µM],.,.,?,-5%,-6%,6%,-2%
Cc1cc(C(F)(F)F)cc(NNC(=O)NC(=O)c2ccccc2Cl)n1,.,.,.,.,6%,6%,-10%,-11%

# Compound activity from PubChem.

# Some of the compounds tested; count on the stated rates, not on these rows.
